Keap1 Nrf2 FP = Keap1-Nrf2 (human) interaction inhibition. Q14145. Keap1 Kelch-Nrf2 peptide fluorescence polarization, 1536-well. inhibition, % at 9.4 µM. hit rate 0.15% among 340,000; in the data active = inhibition above about 12%;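 also: human Keap1 Kelch domain with fluorescein labeled Nrf2 9mer peptide probe; 0% = neutral control wells and 100% = peptide positive control; higher means more block of Keap1 binding to Nrf2 peptide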
Target sequence (Q14145 whole entry, looked up, the tested form may be a part): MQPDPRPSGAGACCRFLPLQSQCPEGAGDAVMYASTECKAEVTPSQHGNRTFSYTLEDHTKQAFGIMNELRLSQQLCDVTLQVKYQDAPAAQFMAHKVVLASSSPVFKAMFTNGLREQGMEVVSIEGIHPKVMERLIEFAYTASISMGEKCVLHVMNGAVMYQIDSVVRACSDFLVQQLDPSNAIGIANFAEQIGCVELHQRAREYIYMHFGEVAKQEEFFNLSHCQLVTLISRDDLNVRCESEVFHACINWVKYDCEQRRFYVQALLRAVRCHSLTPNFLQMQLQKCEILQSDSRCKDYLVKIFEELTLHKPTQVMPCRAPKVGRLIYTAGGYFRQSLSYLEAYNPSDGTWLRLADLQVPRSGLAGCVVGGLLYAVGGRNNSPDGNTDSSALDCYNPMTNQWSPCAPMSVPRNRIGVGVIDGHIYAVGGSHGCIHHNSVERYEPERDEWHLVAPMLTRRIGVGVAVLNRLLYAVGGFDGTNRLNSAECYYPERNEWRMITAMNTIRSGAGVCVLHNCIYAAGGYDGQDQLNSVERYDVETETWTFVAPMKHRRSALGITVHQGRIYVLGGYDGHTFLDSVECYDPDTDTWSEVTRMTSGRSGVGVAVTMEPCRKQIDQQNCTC
Cardiac RTF inh = cardiac RTF calcium desensitization | hit rate 0.12% among 340,000 | P19429+P45379 | IANBD-labeled cardiac RTF, Ca2+ fluorescence | inhibition, % at 7.15 µM;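 active = inhibition above the mean inhibition of all tested compounds plus 3 SD, cut at about 17% in these data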;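 also: assay run at fixed EC70 calcium of 1.6 mM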
HTR5A inv ag = HTR5A inverse agonism, opioid heterodimer counter-screen | P47898 | HTR5A cell line, luminescence | inhibition, % at 9.3 µM | hit rate 0.083% among 340,000 | AID 504634; in the data active = inhibition mostly above about 23%, no sharp cut-off; inactive = mostly below about 18%;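 also: 0% = cells with DMSO and 100% = no-cell wells with DMSO; some compounds called inactive have numbers as strong as hits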
Target sequence (P47898 whole entry, looked up): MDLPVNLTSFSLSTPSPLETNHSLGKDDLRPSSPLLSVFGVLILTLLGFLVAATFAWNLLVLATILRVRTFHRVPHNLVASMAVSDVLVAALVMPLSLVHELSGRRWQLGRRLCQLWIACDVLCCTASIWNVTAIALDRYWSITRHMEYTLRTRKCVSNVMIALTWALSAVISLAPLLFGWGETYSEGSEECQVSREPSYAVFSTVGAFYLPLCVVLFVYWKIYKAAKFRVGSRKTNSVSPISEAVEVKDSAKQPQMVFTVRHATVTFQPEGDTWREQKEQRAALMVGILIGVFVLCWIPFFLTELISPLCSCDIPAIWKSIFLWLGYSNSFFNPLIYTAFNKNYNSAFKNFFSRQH
MOR-DOR ag = OPRM1-OPRD1 heterodimerization agonism. AID 504326. hit rate 0.3% among 340,000. P35372+P41143. activation, % at 9.3 µM. cells, luminescence; in the data active = activation above about 18%;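 also: 0% = vehicle-treated cells and 100% = reference agonist; values of inactives mirror those of a sister screen read the other way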
CAL-PDZ inh HTS = inhibitors of human CAL PDZ peptide binding; Q9HD26; hit rate 0.92% among 300,000; AID 602252; purified CAL PDZ, TMR-peptide fluorescence polarization, 1 h; inhibition, % at 24.9 µM;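 active = mean inhibition of at least 30% with at least half of replicates also reaching 30%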;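 also: 0% = DMSO neutral control and 100% = excess unlabeled competitor peptide PRC23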
V-ATPase pHluor = regulators of yeast V-ATPase proton transport; response, % at 10 µM; hit rate 0.37% among 350,000; S. cerevisiae, pHLuorin cytosolic pH fluorescence; in the data active = response mostly above about 7.3%, no sharp cut-off; inactive = mostly below about 5.4%; also: actives read high; inactives centre near 0; some compounds called inactive have numbers as strong as hits; reference of the scale not given here
cardiac RTF act = cardiac RTF calcium sensitization; hit rate 0.24% among 340,000; IANBD-labeled TnC RTF fluorescence at EC20 calcium; 0% EC20 calcium, 100% full calcium; activation, % at 7.2 µM; AID 493008; P19429+P45379;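 active = activation above the mean over all tested compounds plus 3 SD, cut at about 30% in these data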;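 also: rise in fluorescence read as greater calcium sensitivity of cardiac thin filaments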
HTR5A ag = activates human HTR5A in OPRM1-OPRD1 agonist counter-screen | hit rate 0.61% among 340,000 | activation, % at 9.3 µM | HTR5A agonist assay, luminescence, cell-based; in the data active = activation mostly above about 9.5%, no sharp cut-off; inactive = mostly below about 7.6%;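 also: 0% = cells with vehicle only and 100% = reference agonist; strong numbers were not always called active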
C-LANA FP = KSHV C-LANA DNA binding inhibition; MBP-C-LANA/FAM-LBS DNA binding, fluorescence polarization; inhibition, % at 9 µM; hit rate 0.078% among 340,000; AID 504423;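 active = highest replicate inhibition at or above 60% at 9 µM, even if other replicates fall short; inactive = all replicates below 60% inhibition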;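 also: 0% = neutral control wells and 100% = 4 µM acridine orange control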
OPRM1-OPRD1 inv = inverse agonists of human mu-delta opioid receptor heterodimerization; AID 504357; inhibition, % at 9.3 µM; hit rate 0.21% among 340,000; P35372+P41143; cell-based MOR-DOR heterodimer luminescence, inverse agonism; in the data active = inhibition above about 22%, passing the limit was not always enough;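 also: 0% = cells with DMSO and 100% = wells without cells with DMSO; values of inactives mirror those of a sister screen read the other way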
* marks the source's active call; other numbers are inactive results.

Results for COCCN(CC(=O)Nc1ccccc1)S(=O)(=O)c1ccc(S(=O)(=O)N2CCCC2)cc1 ?
Keap1 Nrf2 FP: -1; Cardiac RTF inh: -14; HTR5A inv ag: 0; MOR-DOR ag: -2.2; CAL-PDZ inh HTS: -4; V-ATPase pHluor: -1; cardiac RTF act: 2; HTR5A ag: -1; C-LANA FP: 0.0; OPRM1-OPRD1 inv: 9

What do the screens show for `Cc1ccc(CNS(=O)(=O)c2cn(C)c(=O)n(C)c2=O)cc1`?
Keap1 Nrf2 FP: 3; Cardiac RTF inh: -5; HTR5A inv ag: 0; MOR-DOR ag: -4.3; CAL-PDZ inh HTS: 10; V-ATPase pHluor: 7; cardiac RTF act: -2; HTR5A ag: -1; C-LANA FP: 0.8; OPRM1-OPRD1 inv: 24

What do the screens show for `C=CCn1c(=O)c2c3c(sc2n2c(Nc4ccc(C(=O)OCC)cc4)nnc12)CCCC3`?
Keap1 Nrf2 FP: 4; Cardiac RTF inh: -2; HTR5A inv ag: -2; MOR-DOR ag: 0.7; CAL-PDZ inh HTS: 3; V-ATPase pHluor: -7; cardiac RTF act: -1; HTR5A ag: -2; C-LANA FP: 1.9; OPRM1-OPRD1 inv: -4

Results for Cc1ccc2cc(CCNC(=O)c3ccc(C)c([N+](=O)[O-])c3)c(=O)[nH]c2c1 ?
Keap1 Nrf2 FP: -3; Cardiac RTF inh: 1; HTR5A inv ag: 2; MOR-DOR ag: -1.4; CAL-PDZ inh HTS: -2; V-ATPase pHluor: 1; cardiac RTF act: -3; HTR5A ag: 0; C-LANA FP: -1.5; OPRM1-OPRD1 inv: 7

Results for Cc1cc(C)c(NC(=O)CSc2nc3ncc(Br)cc3[nH]2)c(C)c1 ?
Keap1 Nrf2 FP: 0; Cardiac RTF inh: 1; HTR5A inv ag: 9; MOR-DOR ag: -3.3; CAL-PDZ inh HTS: 3; V-ATPase pHluor: -6; cardiac RTF act: 2; HTR5A ag: -4; C-LANA FP: -1.5; OPRM1-OPRD1 inv: 16

What do the screens show for `O=S(=O)(NCc1ccccc1)c1cccs1`?
Keap1 Nrf2 FP: 2; Cardiac RTF inh: -5; HTR5A inv ag: 14; MOR-DOR ag: -0.8; CAL-PDZ inh HTS: -3; V-ATPase pHluor: -5; cardiac RTF act: 3; HTR5A ag: 1; C-LANA FP: -1.8; OPRM1-OPRD1 inv: 4

How did Cc1ccc(C)c(NC(=S)c2ccccn2)c1 do in these assays?
Keap1 Nrf2 FP: -1; Cardiac RTF inh: 0; HTR5A inv ag: -13; MOR-DOR ag: 0.5; V-ATPase pHluor: 2; cardiac RTF act: 2; HTR5A ag: 4; C-LANA FP: -0.6; OPRM1-OPRD1 inv: -3

What do the screens show for `O=C(c1cnn2c(C(F)F)cc(-c3ccccc3)nc12)N1CCOCC1`?
Keap1 Nrf2 FP: -2; Cardiac RTF inh: -3; HTR5A inv ag: -4; MOR-DOR ag: -2.1; CAL-PDZ inh HTS: -3; V-ATPase pHluor: -4; cardiac RTF act: -4; HTR5A ag: -3; C-LANA FP: -0.4; OPRM1-OPRD1 inv: 10

How did CCc1ccc(-c2cc3c(=O)n(CC(=O)NCc4ccccc4F)ncn3n2)cc1 do in these assays?
Keap1 Nrf2 FP: 2; Cardiac RTF inh: -4; HTR5A inv ag: -1; MOR-DOR ag: -4.3; CAL-PDZ inh HTS: 6; V-ATPase pHluor: 2; cardiac RTF act: -8; HTR5A ag: -5; C-LANA FP: 0.5; OPRM1-OPRD1 inv: 22

Results for COc1ccc(CCNC(=O)Cn2c(=O)n(CC3CCCO3)c(=O)c3cc(OC)c(OC)cc32)cc1OC (stereo unspecified) ?
Keap1 Nrf2 FP: -2; Cardiac RTF inh: 2; HTR5A inv ag: -3; MOR-DOR ag: -1.7; CAL-PDZ inh HTS: 0; V-ATPase pHluor: -1; cardiac RTF act: 2; HTR5A ag: 1; C-LANA FP: -0.6; OPRM1-OPRD1 inv: 9

Results for Cc1ccccc1N1CCN(C2CCCN(C(=O)c3ccsc3)C2)CC1 (stereo unspecified) ?
Keap1 Nrf2 FP: -5; Cardiac RTF inh: -1; HTR5A inv ag: 0; MOR-DOR ag: -0.8; CAL-PDZ inh HTS: 0; V-ATPase pHluor: -3; cardiac RTF act: 4; HTR5A ag: 0; C-LANA FP: 0.5; OPRM1-OPRD1 inv: 4

How did O=C(CSc1nc2nn(-c3ccccc3)c(=O)c-2c2n1CCCCC2)Nc1ccc(F)cc1F do in these assays?
Keap1 Nrf2 FP: 6; Cardiac RTF inh: -6; HTR5A inv ag: -3; MOR-DOR ag: -2.0; CAL-PDZ inh HTS: -7; V-ATPase pHluor: 0; cardiac RTF act: 0; HTR5A ag: 1; C-LANA FP: -4.4; OPRM1-OPRD1 inv: 7

How did Cc1cc2nn(-c3cccc4ccccc34)nc2cc1NC(=O)c1cccs1 do in these assays?
Keap1 Nrf2 FP: -3; Cardiac RTF inh: -12; HTR5A inv ag: 9; MOR-DOR ag: 0.0; CAL-PDZ inh HTS: -8; V-ATPase pHluor: 1; cardiac RTF act: 6; HTR5A ag: -3; C-LANA FP: 0.4; OPRM1-OPRD1 inv: 0

How did Oc1[nH]c2ccccc2c1C=Nc1ccc2c(c1)OCCO2 do in these assays?
Keap1 Nrf2 FP: -2; Cardiac RTF inh: 1; HTR5A inv ag: -4; MOR-DOR ag: -0.4; CAL-PDZ inh HTS: 0; V-ATPase pHluor: 5; cardiac RTF act: -3; HTR5A ag: 2; C-LANA FP: -0.1; OPRM1-OPRD1 inv: 2

What do the screens show for `COc1ccccc1-c1nnn(CC#N)n1`?
Keap1 Nrf2 FP: 1; Cardiac RTF inh: -10; HTR5A inv ag: 7; MOR-DOR ag: -1.0; CAL-PDZ inh HTS: -2; V-ATPase pHluor: -1; cardiac RTF act: 6; HTR5A ag: -3; C-LANA FP: -0.3; OPRM1-OPRD1 inv: 6

Two entries drawn at random from the list so far, as already listed:
How did Cc1ccc(C)c(NC(=S)c2ccccn2)c1 do in these assays?
Keap1 Nrf2 FP: -1; Cardiac RTF inh: 0; HTR5A inv ag: -13; MOR-DOR ag: 0.5; V-ATPase pHluor: 2; cardiac RTF act: 2; HTR5A ag: 4; C-LANA FP: -0.6; OPRM1-OPRD1 inv: -3

What do the screens show for `COc1ccccc1-c1nnn(CC#N)n1`?
Keap1 Nrf2 FP: 1; Cardiac RTF inh: -10; HTR5A inv ag: 7; MOR-DOR ag: -1.0; CAL-PDZ inh HTS: -2; V-ATPase pHluor: -1; cardiac RTF act: 6; HTR5A ag: -3; C-LANA FP: -0.3; OPRM1-OPRD1 inv: 6

(more compounds)
Results for O=S(=O)(c1ccc(-c2csc(=Nc3ccccc3)n2CCCN2CCOCC2)cc1)N1CCOCC1 ?
Keap1 Nrf2 FP: -1; Cardiac RTF inh: 2; HTR5A inv ag: -22; MOR-DOR ag: -2.1; CAL-PDZ inh HTS: -2; V-ATPase pHluor: -1; cardiac RTF act: 3; HTR5A ag: 2; C-LANA FP: 1.2; OPRM1-OPRD1 inv: 12

What do the screens show for `Cn1cccc1C(=O)NCc1ccc(S(N)(=O)=O)cc1`?
Keap1 Nrf2 FP: 1; Cardiac RTF inh: -7; HTR5A inv ag: 9; MOR-DOR ag: -0.4; CAL-PDZ inh HTS: -21; V-ATPase pHluor: -1; cardiac RTF act: -4; HTR5A ag: -3; C-LANA FP: 0.9; OPRM1-OPRD1 inv: 2

Results for Cc1cc(C(=O)N(C)C2CCCCC2)no1 ?
Keap1 Nrf2 FP: -3; Cardiac RTF inh: 1; HTR5A inv ag: 9; MOR-DOR ag: -1.0; CAL-PDZ inh HTS: -2; V-ATPase pHluor: -1; cardiac RTF act: -1; HTR5A ag: -1; C-LANA FP: 1.4; OPRM1-OPRD1 inv: 5

Results for COc1ccc(CC(=O)N2CCN(c3ccccc3OC)CC2)cc1 ?
Keap1 Nrf2 FP: -3; Cardiac RTF inh: 4; HTR5A inv ag: 7; MOR-DOR ag: -4.3; CAL-PDZ inh HTS: -6; V-ATPase pHluor: -1; cardiac RTF act: 2; HTR5A ag: -2; C-LANA FP: -3.2; OPRM1-OPRD1 inv: 19

What do the screens show for `Cc1ccc(-c2n[nH]c(=S)n2/N=C/c2cccn2C)cc1`?
Keap1 Nrf2 FP: -4; Cardiac RTF inh: 4; HTR5A inv ag: 19; MOR-DOR ag: -2.1; CAL-PDZ inh HTS: -2; V-ATPase pHluor: 6; cardiac RTF act: -1; HTR5A ag: 1; C-LANA FP: -1.1; OPRM1-OPRD1 inv: 10

How did CC1(C)C(=O)Nc2ccccc2N1C(=O)COc1ccc(S(=O)(=O)N2CCOCC2)cc1Cl do in these assays?
Keap1 Nrf2 FP: -3; Cardiac RTF inh: -7; HTR5A inv ag: 11; MOR-DOR ag: -2.0; CAL-PDZ inh HTS: -1; V-ATPase pHluor: -1; cardiac RTF act: -1; HTR5A ag: 0; C-LANA FP: 0.4; OPRM1-OPRD1 inv: 9

What do the screens show for `COc1cc2c(cc1C=O)OC(C)C2` (stereo unspecified)?
Keap1 Nrf2 FP: 2; Cardiac RTF inh: -2; HTR5A inv ag: -3; MOR-DOR ag: -0.7; CAL-PDZ inh HTS: -1; V-ATPase pHluor: 4; cardiac RTF act: 3; HTR5A ag: 1; C-LANA FP: 1.5; OPRM1-OPRD1 inv: 4

What do the screens show for `O=C(CSc1nnc(CNC(=O)c2ccccc2)o1)Nc1ccc2c(c1)OCO2`?
Keap1 Nrf2 FP: 3; Cardiac RTF inh: -4; HTR5A inv ag: -22; MOR-DOR ag: -2.3; CAL-PDZ inh HTS: -3; V-ATPase pHluor: -1; cardiac RTF act: -3; HTR5A ag: -1; C-LANA FP: -0.8; OPRM1-OPRD1 inv: 12

Results for CC(NC(=O)c1ccc(Br)cc1)c1ccc2c(c1)CCCC2 (stereo unspecified) ?
Keap1 Nrf2 FP: 0; Cardiac RTF inh: -9; HTR5A inv ag: -31; MOR-DOR ag: 4.4; CAL-PDZ inh HTS: -3; V-ATPase pHluor: -2; cardiac RTF act: 4; HTR5A ag: 3; C-LANA FP: -0.7; OPRM1-OPRD1 inv: -24

What do the screens show for `CC(=O)Nc1ccc(NC(=O)CSc2nc3ccccc3o2)cc1`?
Keap1 Nrf2 FP: -3; Cardiac RTF inh: -35; HTR5A inv ag: -12; MOR-DOR ag: -0.5; CAL-PDZ inh HTS: -6; V-ATPase pHluor: 0; cardiac RTF act: -9; HTR5A ag: 0; C-LANA FP: -0.7; OPRM1-OPRD1 inv: 2

How did Cc1ccc(N(CC(=O)NCc2ccccc2)C(=O)c2csnn2)c(C)c1 do in these assays?
Keap1 Nrf2 FP: 0; Cardiac RTF inh: -5; HTR5A inv ag: 3; MOR-DOR ag: -0.7; CAL-PDZ inh HTS: -1; V-ATPase pHluor: -4; cardiac RTF act: 2; HTR5A ag: -1; C-LANA FP: 1.2; OPRM1-OPRD1 inv: 4

Results for O=C(O)C(Oc1ccc2ccccc2c1)c1ccccc1 (stereo unspecified) ?
Keap1 Nrf2 FP: -3; Cardiac RTF inh: -14; HTR5A inv ag: -10; MOR-DOR ag: -2.4; V-ATPase pHluor: 0; cardiac RTF act: 1; HTR5A ag: 2; C-LANA FP: -1.0; OPRM1-OPRD1 inv: 12

How did Cc1cc(C)c2c(N)c(C(=O)NC3CC3)sc2n1 do in these assays?
Keap1 Nrf2 FP: -2; Cardiac RTF inh: 4; HTR5A inv ag: 12; MOR-DOR ag: -2.6; CAL-PDZ inh HTS: 0; V-ATPase pHluor: 3; cardiac RTF act: -5; HTR5A ag: -5; C-LANA FP: -0.2; OPRM1-OPRD1 inv: 15
